Compound activity (PubChem)
CXXC DNA block: MLL CXXC-DNA interaction inhibition; 290,000 compounds, 0.037% hits; Q03164; Potency, µM (series often up to 115 µM), for inactives: top-dose activity change, negative = inhibition, actives largely listed as inhibitors; MLL-CXXC / FITC-HOXA9 DNA fluorescence polarization; active means well fitted inhibition curve with a large enough effect in the polarisation, with a control signal flat, not every such curve was filed as active; inconclusive means small, poorly fitted or top-dose-only effect, or effect the other way, or a change in a side signal; inactive means no such curve, though single readings can be large or run the other way; the % refers to the polarisation
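Fluorescence polarization: 7 uM MLL-CXXC (stock) preincubated 5 min with compounds, then 50 nM fluorescein-HOX-A9 DNA (stock) added; 30 min ambient. Buffer 50 mM Tris-HCl pH 7.5, 50 mM NaCl, 1 mM DTT, 0.05% BSA.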
Rab9 promoter act: activators of Rab9 promoter; Huh7 Rab9 promoter-luciferase reporter, luminescence, 24 h; Potency, µM (series often up to 9.22 µM), for the others: top-dose activation, negative = inhibition, usual class: activators; 320,000 compounds, 2.8% hits; further: % of control where 0% means no effect; nearly all actives have a fitted effect of over 60% in size
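Using Huh7 cells stably transfected with Rab9 promoter–luciferase, compounds were incubated 24 h at 37 °C, 5% CO2; luciferase luminescence was read 10 min after reagent addition.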
uPA generation: cell surface uPA generation inhibition. cell surface uPA generation assay, qHTS. 330,000 compounds, 0.31% hits. Potency, µM (highest dose often 38.3 µM), without a hit: at the highest dose activity change, negative = inhibition, usual class: inhibitors; active means well fitted inhibition curve with a large enough effect; inconclusive means small, poorly fitted or top-dose-only effect; inactive means no such curve, though single readings can be large or run the other way; tested in mouse RAW 264.7 cells; further: on the % scale 0 is the no-effect control and ±100 the full control effect; nearly all actives have a fitted effect of over 55% in size
NPC1 prom act: activates the NPC1 promoter | Huh7 NPC1 promoter luciferase reporter, 24 h | Potency, µM (doses to about 9.22 µM), without a hit: at the highest dose activation, actives largely listed as activators | 320,000 compounds, 2.4% hits | AID 485313;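 further: % of control where 0% means no effect; nearly all actives have a fitted effect of over 60% in size; reporter is driven by a mutant NPC1 promoter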
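Huh7 cells stably carrying NPC1 promoter–luciferase, plated in Opti-MEM with 10% FBS for 2 h, were exposed to compound in DMSO for 24 h at 37 °C; luciferase reagent was added for 10 min and luminescence read.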
Gal4-VP16 FLuc: Gal4-VP16 reporter inhibition counter-screen. Drosophila S2 Gal4-VP16 UAS-luciferase, luminescence, 20 h. Potency, µM (doses to about 53.6 µM), for inactives: at the top dose activity, negative = inhibition, usual class: inhibitors. 310,000 compounds, 3.5% hits;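 further: Gal4-VP16 expression switched on by copper sulfate through the metallothionein promoter; on the % scale 0 is the no-effect control and ±100 the full control effect; nearly all actives have a fitted effect of over 50% in size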
RORg inh: blocks mouse ROR gamma transcriptional activity. Potency, µM (top dose mostly 53.6 µM), for the others: at the top dose activity change, negative = inhibition, actives largely listed as inhibitors. Drosophila S2 Gal4-RORgamma UAS-luciferase reporter, 20 h. P51450. 310,000 compounds, 5.4% hits. AID 2551; further: on the % scale 0 is the no-effect control and ±100 the full control effect; nearly all actives have a fitted effect of over 60% in size
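Schneider cells (Drosophila), stable Gal4 DBD–ROR gamma + UAS-luc; 1 hr cmpd preincubation; Cu2+ induction 700 uM final; 20 hr ambient; luminescence.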
p53 reactivator: restores transcriptional activity of mutant p53. 320,000 compounds, 0.063% hits. AID 504706. Potency, µM (series often up to 92.2 µM), for the others: top-dose activity change, positive = activation, most hits filed as activators. H1299 p53-A138V BP100-luciferase reporter, luminescence, 24 h; further: % of control where 0% means no effect; nearly all actives have a fitted effect of over 45% in size
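p53-null H1299 cells stably carrying temperature-sensitive p53-A138V and a BP100-luciferase reporter were pinned with compounds (4-point, 1:5 series) and held 24 hrs at 37 deg C. Luminescence was read 10 min after detection reagent.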
ELG1 genotoxic: inducers of genotoxicity in HEK293T ELG1-luciferase cells; HEK293T ELG1-luciferase reporter, luminescence, 16 h; Potency, µM (series often up to 46 µM), inactives show at the top dose activity change, positive = activation, most hits filed as activators; 330,000 compounds, 1.3% hits; AID 504466; further: % of control where 0% means no effect; nearly all actives have a fitted effect of over 60% in size
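Cells (2,000/well) expressing the ELG1-luciferase fusion are dosed by pin tool and kept 16 hr at 37 °C, 5% CO2. Signal comes from ONE-Glo luciferase reagent after 30 min at room temperature.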
BRCA1 expr up: increases BRCA1 expression. MCF7-BRCA1-FFLuc reporter, luminescence, 48 h; response scale: scaled: vehicle 0%, 10 µM genistein 100%. Potency, µM (titrated, usually from 46.1 µM), without a hit: at the highest dose activation, usual class: activators. 380,000 compounds, 1.1% hits; further: nearly all actives have a fitted effect of over 80% in size; some results filed as inactive show a strong effect at the top dose
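Cells: MCF7-BRCA1-FFLuc, 2000/well. Exposure: 48 h, 37 °C, 5% CO2. Read: luminescence, 15 min post-substrate. Controls: genistein 10 microM (maximal activation), DMSO (neutral).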
FLuc counter: firefly luciferase modulation, counter-screen for miR-21 project; P08659; purified FLuc, Km substrates, luminescence inhibition; Potency, µM (top dose mostly 57.5 µM), inactives show top-dose activity change, negative = inhibition, usual class: inhibitors; 360,000 compounds, 6.9% hits; AID 588342;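 further: plate controls were vehicle for no effect and reference inhibitor for full effect; nearly all actives have a fitted effect of over 55% in size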
Target sequence (P08659 whole entry, looked up): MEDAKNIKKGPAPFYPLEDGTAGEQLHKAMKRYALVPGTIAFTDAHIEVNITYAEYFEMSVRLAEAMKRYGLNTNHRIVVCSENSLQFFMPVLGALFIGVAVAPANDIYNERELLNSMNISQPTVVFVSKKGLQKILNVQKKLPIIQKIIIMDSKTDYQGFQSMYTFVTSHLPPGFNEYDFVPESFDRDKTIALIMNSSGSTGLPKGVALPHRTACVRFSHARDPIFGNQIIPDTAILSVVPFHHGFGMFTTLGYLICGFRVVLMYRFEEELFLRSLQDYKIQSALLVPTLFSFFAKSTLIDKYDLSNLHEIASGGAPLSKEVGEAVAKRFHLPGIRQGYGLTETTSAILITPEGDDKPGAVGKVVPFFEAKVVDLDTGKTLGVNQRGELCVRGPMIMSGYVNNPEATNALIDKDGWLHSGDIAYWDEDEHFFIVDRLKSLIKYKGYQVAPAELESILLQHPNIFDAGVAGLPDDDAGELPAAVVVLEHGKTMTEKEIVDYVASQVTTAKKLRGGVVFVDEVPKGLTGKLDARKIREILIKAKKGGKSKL
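Biochemical qHTS of compounds, final roughly 60 µM downward over six points, against 10 nM purified firefly luciferase using Km concentrations of substrates (10 uM D-luciferin, 10 uM ATP) in Tris acetate pH 7.5 buffer; luminescence output.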
MBNL1-CUG inh: MBNL1-poly(CUG) RNA binding inhibition | Q9NR56 | TR-FRET MBNL1-His/biotin-(CUG)12 binding, 665/545 ratio | Potency, µM (doses to about 57.5 µM), without a hit: at the highest dose activity change, negative = inhibition, hits mostly inhibitors | 280,000 compounds, 0.036% hits | AID 2675; active means well fitted inhibition curve with a large enough effect in the signal ratio, with a control signal flat, not every such curve was filed as active; inconclusive means small, poorly fitted or top-dose-only effect, or effect the other way, or a change in a side signal; inactive means no such curve, though single readings can be large or run the other way; the % refers to the signal ratio; further: on the % scale 0 is the no-effect control and ±100 the full control effect
Target sequence (Q9NR56 whole entry, looked up): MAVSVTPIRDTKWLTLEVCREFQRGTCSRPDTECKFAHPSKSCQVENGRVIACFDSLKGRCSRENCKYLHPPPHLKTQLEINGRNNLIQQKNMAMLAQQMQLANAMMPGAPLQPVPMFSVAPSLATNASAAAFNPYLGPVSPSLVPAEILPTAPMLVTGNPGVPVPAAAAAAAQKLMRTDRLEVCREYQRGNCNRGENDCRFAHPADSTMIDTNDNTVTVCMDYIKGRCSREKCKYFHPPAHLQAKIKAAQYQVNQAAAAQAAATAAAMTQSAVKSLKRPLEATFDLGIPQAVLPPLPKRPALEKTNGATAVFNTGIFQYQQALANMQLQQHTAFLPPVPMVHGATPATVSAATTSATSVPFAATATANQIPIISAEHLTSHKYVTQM
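TR-FRET readout: Ex 340 nm, 665/545 nm emission ratio, normalized to buffer-only (basal) and MBNL1-(CUG)12 controls. Complex of MBNL1-His with Biotin-(CUG)12, compounds 92 nM–58 uM, incubated 60 min at room temperature.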
* marks the source's active call; other numbers are inactive results; ? = inconclusive; · = no result given; & = joins results of further samples; [ ] = remark or other dose. Unless noted, the call rests on the fitted dose curve; in most records, active means well fitted curve in the direction sought with a large enough effect; inconclusive means small, poorly fitted or top-dose-only effect, or another doubt; inactive means no such curve, though single readings can be large; an effect the other way counts as inactive or inconclusive. Potency means the concentration at half of the fitted maximal effect. The list is partial; count on the stated rates, not on these rows.

SMILES	CXXC DNA block	Rab9 promoter act	uPA generation	NPC1 prom act	Gal4-VP16 FLuc	RORg inh	p53 reactivator	ELG1 genotoxic	BRCA1 expr up	FLuc counter	MBNL1-CUG inh
COC(=O)c1ccc(CSc2nnc3sc4ccccc4n23)o1	5.6%	1.7%	-1.7%	-2.4%	3.1%	-18.1%	-1.5%	3.8%	29.4%	-5.8%	6.9%
Cc1ccc(NC(=O)CN(C)C(=O)CN2C(=O)NC(C)(c3ccccc3)C2=O)cc1 (stereo not given)	-6.1%	-2.0%	·	-2.7%	-2.3%	-16.3%	-9.2%	4.7%	-2.6%	7.0%	1.6%
CN1CCN(C(=O)c2ccc(Cn3cc(Cl)cn3)o2)CC1	-1.7%	3.4%	5.4%	2.2%	4.6%	-0.5%	-4.6%	1.3%	-2.6%	1.7%	1.0%
COc1ccc(C)cc1NC(=O)C1CCCN(S(=O)(=O)c2ccc3[nH]c(=O)ccc3c2)C1 (stereo not given)	5.1%	-8.6%	1.6%	-6.2%	-4.4%	0.5%	-5.2%	-3.8%[9.26 µM]	-3.2%	-0.7%&-11.6%	4.8%
O=C(NCc1ccco1)C(c1ccc(F)cc1)N(CC1CCCO1)C(=O)Cn1nnc2ccccc21 (stereo not given)	5.6%	7.8%	-1.8%	3.1%	2.7%	-1.0%	-1.2%	6.6%	-17.5%	1.1%	-0.9%
O=c1c(Cc2c(F)cccc2Cl)c(O)ccn1Cc1ccc2c(c1)OCO2	36.3%[activator]	-0.9%	2.4%	-1.7%	-6.0%	-1.8%	-2.9%	4.3%	-12.1%	-8.3%	-3.8%
COc1cc(CCNC(=O)c2ccccc2NC(=O)C2=C(C)OCCS2)cc(OC)c1OC	-0.1%	-4.8%	4.8%	-3.0%	-1.5%	28.1%	-2.3%	-13.0%	-16.4%	?	1.0%
Cc1ccccc1NC(=O)C[n+]1cc(-c2ccccc2)n2c1CCC2	-6.4%	1.1%	0.8%	-5.5%	-7.5%	-1.4%	0.6%	-0.4%	-3.7%	2.0%	-1.7%
CC(C)CC(c1nnnn1C(C)C)N1CCN(c2cccc(Cl)c2)CC1 (stereo not given)	-7.8%	-1.6%	9.0%	-8.8%	7.4%	-11.5%	5.8%	-12.3%	-48.1%	-4.3%	10.6%
COCc1c(C(=O)N/N=C/c2cccc3ccccc23)nnn1-c1nonc1N	0.2%	-7.9%	-20.7%	-0.3%	-26.6%	-38.4%	-1.1%	14.3%	-24.5%	-3.3%	0.0%
COc1ccc(/C=N/Nc2ccc([N+](=O)[O-])cc2)cc1O	9.0%	?	-4.5%	18.1%	6.8%	?	?	11.6µM*	8.91µM*	7.57µM*	?
COc1ccc(N(Cc2ccccc2)C(=O)CSc2nnc(Cn3nnc4ccccc43)o2)cc1	7.5%	-7.2%	-4.7%	0.6%	-4.4%	0.7%	3.3%	-18.9%	-56.2%	5.8%	0.8%
O=C(COC(=O)c1ccc([N+](=O)[O-])s1)Nc1cccc(S(=O)(=O)NC2=NCCCCC2)c1	-20.1%	-0.8%	10.7%	0.7%	10.6%	49.2%	5.8%	0.5%	4.7%	-2.4%	?
COc1ccc(OCC(=O)NCCCNC(=O)COc2ccc(OC)cc2)cc1	·	-5.6%	-3.0%	-4.0%	·	·	1.4%	1.3%	-12.5%	0.6%	·
Cc1c(O)ccc2c(CC(=O)N[C@@H](Cc3ccccc3)C(=O)O)cc(=O)oc12	3.6%	-1.1%	21.0%	-3.5%	1.5%	-7.1%	2.0%	0.4%	-9.4%	1.5%	12.9%
O=c1[nH]c(C2CCN(S(=O)(=O)c3ccccc3C(F)(F)F)CC2)nc2c1nnn2Cc1ccccc1	-2.1%	-2.4%	0.4%	-1.6%	-11.7%	?	8.7%	-1.3%	-58.4%	0.9%	-0.9%
FC(F)Oc1cccc(NC(=S)N2CCN(c3ccccn3)CC2)c1	2.3%	9.3%	-15.9%	-7.3%	-6.9%	7.08µM*	1.0%	-6.1%	-14.7%	-7.9%	-0.9%
Cn1c(N/N=C/c2ccccc2)nc2sc3c(c2c1=O)CCC3	-5.4%	-2.2%	-3.0%	0.7%	7.08µM*	1.58µM*	2.8%	1.3%	-52.7%	15.1µM*	20.7%
CCCc1cc(C(=O)Nc2ccc(C(=O)OC)cc2)cs1	-2.6%	24.7%	0.0%	4.7%	-17.3%	15.6%	18.8%	10.2%	37.5%	-14.7%	8.0%
Cc1nc2ccc(S(=O)(=O)NCC(=O)N3CCC(N4CCCCC4)CC3)cc2s1	3.2%	-0.2%	0.8%	-4.3%	0.5%	-5.8%	-13.6%	1.2%	0.7%	-1.2%	15.4%
Cc1cc(S(=O)(=O)NC(C)C)ccc1OCC(=O)NCc1ccccc1	-6.8%	-7.4%	1.5%	-3.4%	10.3%	1.2%	-3.5%	-3.3%	-7.9%	-3.9%	-3.3%
O=C(CCC1CCCN(C(=O)COc2ccccc2)C1)N1CCN(c2ccccn2)CC1 (stereo not given)	1.1%	-12.2%	2.9%	-1.8%	-8.6%	-28.7%	-4.1%	-9.0%	-5.9%	4.2%	4.9%
O=C(NCCC1CCCCN1S(=O)(=O)c1ccc(F)cc1)C(=O)NCc1ccncc1 (stereo not given)	·	-2.2%	-2.1%	-0.8%	·	·	-1.7%	-0.3%	-88.4%	1.1%	·
CCc1ccc(N(C(=O)CCC(=O)Nc2cc(C)on2)C(C(=O)NC(C)(C)C)c2ccc(OC)cc2)cc1 (stereo not given)	-0.5%	-2.0%	-0.7%	1.5%	2.7%	21.8%	-5.6%	-7.5%	-31.5%	23.9µM*	-3.8%
C/C=C/c1ccc(OCCCCN2CCN(CC)CC2)c(OC)c1	-8.2%	0.1%	-1.3%	-0.9%	1.4%	5.7%	-1.6%	-0.9%	10.6%	-9.8%	-3.2%

As entered above:
Value for `FC(F)Oc1cccc(NC(=S)N2CCN(c3ccccn3)CC2)c1` in FLuc counter: -7.9%
Value for `O=C(NCc1ccco1)C(c1ccc(F)cc1)N(CC1CCCO1)C(=O)Cn1nnc2ccccc21` (stereo not given) in MBNL1-CUG inh: -0.9%

Next part.
SMILES	CXXC DNA block	Rab9 promoter act	uPA generation	NPC1 prom act	Gal4-VP16 FLuc	RORg inh	p53 reactivator	ELG1 genotoxic	BRCA1 expr up	FLuc counter	MBNL1-CUG inh
Cc1nn(-c2ccc(C(=O)Nc3nnc(C4CC4)s3)cc2)c(C)c1Cl	17.3%	-10.6%	4.0%	-3.1%	1.2%	-2.2%	3.0%	3.0%	-4.4%	-1.3%	-4.5%
Cc1ccc(S(=O)(=O)C2C(=O)NC3(C)CC2c2ccccc2O3)cc1 (stereo not given)	-5.9%	-2.8%	-0.1%	10.6%	-7.5%	-4.6%	-2.7%	0.0%	-3.0%	-1.1%	-20.2%
CC(=Nc1cccc(C)c1)c1sc2ccccc2c1O	?	?	-22.7%	19.8%	-22.9%	-28.3%	?	9.2µM*	65.1%	3.01µM*	13.0%
C=CCN(CC=C)S(=O)(=O)c1ncn[nH]1	0.3%	-6.3%	-6.6%	-2.4%	-8.1%	-6.0%	-7.7%	1.7%	-8.2%	-0.6%	-5.2%
COCC(=O)N1CCC(Oc2ccc(C(=O)N3C[C@@H](C)O[C@@H](C)C3)cc2)CC1	31.7%[activator]	-3.8%	12.2%	-1.1%	15.8%	8.7%	1.8%	5.7%	0.0%	0.2%	0.5%
O=C(CSc1nc2ccccc2s1)Nc1ccc2c(c1)OCO2	15.0%	6.5%	-17.5%	0.3%	-1.7%	6.8%	-0.4%	-0.2%	-10.9%	?	1.5%
COc1ccc(C)cc1NC(=O)NNC(=O)c1ccoc1C	-4.8%	-3.3%	3.2%	-3.7%	3.7%	8.5%	0.5%	0.3%	-4.0%	0.3%	2.1%
O=C(O)c1ccc(N2CC3CC(C2)c2cccc(=O)n2C3)c(NC(=S)Nc2ccc(Br)cc2)c1 (stereo not given)	9.8%	12.1%	0.7%	-0.5%	-7.0%	?	-1.7%	-0.6%	33.0%	-19.2%	-5.7%
